KDM5B inh: Primary screen for KDM5B Histone Demethylases FDH-coupled qHTS; KDM5B demethylase, FDH-coupled NADH fluorescence (FDH is formaldehyde dehydrogenase); Potency, µM (series often up to 57.7 µM), for the others: at the highest dose activity change, negative = inhibition, actives largely listed as inhibitors; 220,000 compounds, 2.6% hits; active = well fitted inhibition curve with a large enough effect; inconclusive = small, poorly fitted or top-dose-only effect; inactive = no such curve, though single readings can be large or run the other way; also: 0% is about no effect; nearly all actives have a fitted effect of over 70% in size
Target sequence (Q9UGL1 whole entry, looked up): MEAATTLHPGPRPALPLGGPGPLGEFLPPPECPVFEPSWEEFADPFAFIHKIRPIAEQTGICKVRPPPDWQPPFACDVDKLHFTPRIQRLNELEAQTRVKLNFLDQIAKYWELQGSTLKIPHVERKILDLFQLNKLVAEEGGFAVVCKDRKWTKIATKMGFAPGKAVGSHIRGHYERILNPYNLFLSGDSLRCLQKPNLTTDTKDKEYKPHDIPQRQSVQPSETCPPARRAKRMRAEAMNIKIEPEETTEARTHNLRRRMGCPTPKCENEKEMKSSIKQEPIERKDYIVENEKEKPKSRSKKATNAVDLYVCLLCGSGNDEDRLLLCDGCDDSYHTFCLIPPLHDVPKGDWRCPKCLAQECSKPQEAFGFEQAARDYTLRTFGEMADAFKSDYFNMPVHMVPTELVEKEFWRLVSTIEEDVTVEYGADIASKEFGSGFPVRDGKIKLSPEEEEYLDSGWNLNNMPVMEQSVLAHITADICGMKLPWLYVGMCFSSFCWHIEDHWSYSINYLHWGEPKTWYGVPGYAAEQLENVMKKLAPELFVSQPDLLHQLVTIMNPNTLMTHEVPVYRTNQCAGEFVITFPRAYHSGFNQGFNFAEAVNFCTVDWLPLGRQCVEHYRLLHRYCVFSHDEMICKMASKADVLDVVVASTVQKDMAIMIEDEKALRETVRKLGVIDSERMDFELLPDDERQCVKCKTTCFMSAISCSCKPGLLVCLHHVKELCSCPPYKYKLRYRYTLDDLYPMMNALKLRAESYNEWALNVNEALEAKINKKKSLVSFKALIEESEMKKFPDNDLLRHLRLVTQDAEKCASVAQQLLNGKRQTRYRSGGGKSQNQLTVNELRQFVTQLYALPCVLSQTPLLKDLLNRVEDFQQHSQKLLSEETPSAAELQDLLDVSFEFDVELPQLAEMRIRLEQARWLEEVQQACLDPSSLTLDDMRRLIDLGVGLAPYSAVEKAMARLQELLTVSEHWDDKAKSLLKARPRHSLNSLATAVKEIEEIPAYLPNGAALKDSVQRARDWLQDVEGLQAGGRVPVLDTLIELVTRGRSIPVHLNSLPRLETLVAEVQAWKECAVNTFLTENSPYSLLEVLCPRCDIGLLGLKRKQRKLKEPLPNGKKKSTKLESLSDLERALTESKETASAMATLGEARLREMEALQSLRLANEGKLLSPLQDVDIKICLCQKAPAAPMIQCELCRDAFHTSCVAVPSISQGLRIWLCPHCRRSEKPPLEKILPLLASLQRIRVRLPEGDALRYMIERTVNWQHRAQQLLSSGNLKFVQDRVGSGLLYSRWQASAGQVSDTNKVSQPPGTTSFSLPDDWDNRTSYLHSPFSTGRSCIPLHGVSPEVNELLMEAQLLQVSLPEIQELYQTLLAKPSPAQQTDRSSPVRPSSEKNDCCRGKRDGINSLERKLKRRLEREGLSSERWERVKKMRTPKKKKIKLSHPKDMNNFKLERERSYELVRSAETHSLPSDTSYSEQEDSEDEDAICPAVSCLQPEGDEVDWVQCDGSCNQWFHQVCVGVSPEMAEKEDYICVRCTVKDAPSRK
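Here, H3K4me3 peptide (12.5 µM in substrate mix) is demethylated by KDM5BΔAP, 200 nM final, after 10 min compound exposure. Formaldehyde product is coupled through FDH (0.25 U/mL in mix) to NADH fluorescence; 30-min ΔRFU feeds dose-response curves.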
* marks the source's active call; other numbers are inactive results; ? = inconclusive; [ ] = another dose, or the depositor's remark. Potency is read from the fitted curve at half-maximal effect.

SMILES	KDM5B inh
CCSc1ccccc1C(=O)N1CCN(c2nc3ccccc3s2)CC1	-12%
Cc1ccccc1OCC(=O)OCc1cc(=O)n2nc(C3CCCCC3)sc2n1	6%
COc1ccc(CCNC(=O)CS(=O)(=O)Cc2nc(-c3ccc(C)cc3)oc2C)cc1OC	3%
Cc1noc(-c2cn(C3CCN(C(=O)c4ccc(Cl)s4)C3)nn2)n1 (stereo unspecified)	-16%
CC(=O)c1ccc(-c2ccc(C(=O)OC(C)C#N)o2)cc1 (stereo unspecified)	-77%
C[C@H](NC(=O)/C=C/c1ccccc1)C(=O)O	16%
CCOC(=O)c1sc(Nc2ccccc2)nc1C(F)(F)F	?
CCN(CC)Cc1cnc2c(C(=O)N3[C@H]4CCNC[C@@H]3CC4)cnn2c1	-31%
COC(=O)c1cc2sc(Cl)cc2n1Cc1c(C)cc(C)cc1C	8%
CCc1noc(-c2cn(C3CCN(C(=O)c4ccsc4)CC3)nn2)n1	-13%
CCC(C(=O)OCC(=O)c1c(C)[nH]c2ccccc12)c1ccccc1 (stereo unspecified)	6%
C=Cc1ccc(COc2ccc3oc(-c4ccccc4)c(C(=O)OCC)c3c2)cc1	?
CCc1nonc1NC(=O)COc1ccc(C)c(C)c1	7%
O=C(c1ccccc1F)N1CCN(c2ccc([N+](=O)[O-])cc2-n2cccc2)CC1	-29%
Cc1ccc(S(=O)(=O)CCNC(=O)c2cc3n(n2)CCCNC3)cc1	15%
O=C(COc1ccc(F)cc1)N1CC(Oc2cccc(-c3nc(-c4ccccc4)no3)c2)C1	?
CCCCNc1nc2c(c(=O)n(C)c(=O)n2C)n1Cc1ccccc1Br	5%
Cc1ccc(C(=O)NC(C2CC2)C2CC2)cn1	9%
CCC(=O)N1CCC2(CC1)OCC(C(=O)NCc1ccccc1)N2C(=O)c1ccc(C)cc1 (stereo unspecified)	-17%
CCN(CC)S(=O)(=O)c1ccc(-c2nc(C#N)c(NCC(C)C)o2)cc1	?
COc1ccc(C(NC(=O)Cc2cccs2)C(=O)Nc2ccc3c(c2)OCO3)cc1 (stereo unspecified)	-2%
COc1cccc(CNC(=O)COC(=O)c2nn(C)c(=O)c3ccccc23)c1	16%
CCN(CC)c1nc2ccccc2nc1C(=O)Nc1cc(C(=O)OC)cc(C(=O)OC)c1	7%
O=C(CSc1cn[nH]n1)Nc1nc2ccccc2s1	15%
CN1C[C@@H](NC(=O)c2ccc(C#N)cc2)C[C@H]1c1nc(-c2cncnc2)no1	9%[86.2 µM]
Additional results.
SMILES	KDM5B inh
Cc1ccccc1Nc1cc(C(=O)NC2CCC(C)CC2)c2ccccc2n1 (stereo unspecified)	?
CC(C)CNC(=O)CN1CCN(c2cccc(F)c2C#N)CC1	-13%
CN1CCSc2ccc(C(=O)Nc3cccc(F)c3)cc21	?
CCc1nc(C)c(C(=O)N2CCC3(CCCN(Cc4cccc(C)c4)C3)C2)o1 (stereo unspecified)	-22%
CN1CC2(CCN(Cc3ccccc3C#N)CC2)CC1C(=O)N1CCOCC1 (stereo unspecified)	?
Cc1ccc(S(=O)(=O)c2nnn3c2nc(N2CCCC2)c2sccc23)cc1C	-10%
CCCc1ccc(CN2CCCC(O)(CN(C)C)C2)o1 (stereo unspecified)	-6%
CC(C)CN1CCN(C(=O)C2CCCN(S(=O)(=O)c3cn(C)cn3)CCC(=O)NCC2)CC1 (stereo unspecified)	3%
O=C(CN1N=C(c2ccccc2)c2cc(Cl)ccc2S1(=O)=O)Nc1ccc(F)cc1F	11%
COc1cc(/C=C(\C#N)C(=O)Nc2ccccn2)ccc1O	-20%
CCCN(C)c1nccnc1OC1CCN(C(=O)Cc2ccccc2OC)C1 (stereo unspecified)	-19%
CCC(=O)N1CCC2(CC1)CN(c1ccccc1)C2=O	13%
CNc1nc(-c2cn(CCC#N)c3ccccc23)cs1	-9%
CC(=O)N1CCc2cc(NC(C)C(=O)Nc3ccccc3OC(F)F)ccc21 (stereo unspecified)	-7%
COc1ccc(-c2cc(CC3(NC4CCCCC4)COC3)no2)cc1	12%[86.2 µM]
COc1ccc2[nH]c(=O)c(CCC(=O)NCCN3CCCCCC3)cc2c1	28µM*
O=C1CC(c2ccccc2)N(S(=O)(=O)c2ccc3c(c2)CCC3)CCCCCN1 (stereo unspecified)	-7%
COc1ccccc1N1CCN(C2CCN(S(=O)(=O)c3ccc(C)cc3)CC2)CC1	34%[activator]
COC(=O)c1sccc1NC(=O)c1cccc(Cl)c1	?
CC(C)CN1C(=O)c2ccccc2C(C(=O)Nc2nncs2)C12CCCC2 (stereo unspecified)	-5%
CC(C)OC(=O)CCNC(=O)c1ccc(CS(C)(=O)=O)cc1	-13%
Cc1c(-c2ccccc2F)[nH]c2ccc(CNC(=O)Cn3ccc(=O)[nH]c3=O)cc12	32µM*
C=C(C)CNC(=S)NNC(=S)NC1CCCC(C)C1C (stereo unspecified)	15%
O=C(N[C@@H]1CN(c2ccncn2)C[C@H]1CO)C1CCCC1	12%
CN1C[C@H](NCc2cnn(C)c2)CCC[C@@H](C(=O)NC2CC2)CC1=O	-7%[86.2 µM]

7 of the entries above in order of their number in KDM5B inh, smallest number first.
SMILES	KDM5B inh
Cc1ccc(S(=O)(=O)c2nnn3c2nc(N2CCCC2)c2sccc23)cc1C	-10%
CNc1nc(-c2cn(CCC#N)c3ccccc23)cs1	-9%
CC(=O)N1CCc2cc(NC(C)C(=O)Nc3ccccc3OC(F)F)ccc21 (stereo unspecified)	-7%
CC(C)CN1C(=O)c2ccccc2C(C(=O)Nc2nncs2)C12CCCC2 (stereo unspecified)	-5%
CC(C)CN1CCN(C(=O)C2CCCN(S(=O)(=O)c3cn(C)cn3)CCC(=O)NCC2)CC1 (stereo unspecified)	3%
O=C(CN1N=C(c2ccccc2)c2cc(Cl)ccc2S1(=O)=O)Nc1ccc(F)cc1F	11%
O=C(N[C@@H]1CN(c2ccncn2)C[C@H]1CO)C1CCCC1	12%

(more compounds)
SMILES	KDM5B inh
CCOc1ccccc1NC(=O)C1CCCN(c2c(CC)c(C)nc3ncnn23)C1 (stereo unspecified)	-3%
CCOc1ccc2c(c1)O/C(=C\c1ccccc1OS(C)(=O)=O)C2=O	-3%
CCc1ccccc1NC(=O)C1CCN(S(=O)(=O)c2ccc3[nH]c(=O)ccc3c2)CC1	?
CCOc1ccccc1CN1CCC([C@@H]2CNC[C@H]2CO)CC1	13%
O=c1c2oc3ccccc3c2n(Cc2ccc(Cl)cc2)c(=O)n1Cc1ccc2c(c1)OCO2	?
CCOc1ccc2nc(C)cc(Nc3ccc(C(=O)OC)cc3)c2c1	?
O=C(c1ccc(N2CC3CC(C2)[C@H]2CCCC(=O)N2C3)nc1)N1CCN(c2cccc(Cl)c2)CC1 (stereo partly specified)	-24%
COc1ccccc1CN1Cc2cc(NC(=O)c3ccc(Cl)cc3)ccc2OC(C)C1=O (stereo unspecified)	?
CCCN1CCCC2(CCN(Cc3cnc(N4CCOCC4)s3)C2)C1=O (stereo unspecified)	-16%
CCNC(=O)N1CC[C@@H](CC(=O)O)[C@@H](CC2=NCCc3ccc(C(C)(C)C)cc32)C1	?
CCc1cc2c(=O)c(-c3ccc4c(c3)OCCCO4)coc2cc1OS(C)(=O)=O	-16%
Cc1ccccc1Cn1c(SCc2ccc(C(=O)NC3CCCCC3)cc2)nc2ccncc21	-7%
C#C[C@]1(OC(C)=O)CCC2C3CCc4cc(OC(C)=O)ccc4C3CCC21C (stereo partly specified)	-21%
CC(C)c1ccc(S(=O)(=O)N2CCN(c3nc(-c4cccnc4)nc4ccccc34)CC2)cc1	-2%
c1coc(CNC2CCCCC2)c1	16%
CCOC(=O)CSc1nc2sc3c(c2c(=O)n1Cc1ccccc1)CCC(C(C)(C)C)C3 (stereo unspecified)	10%
COc1ccc(S(=O)(=O)Nc2nc3ccccc3nc2Nc2cccc(C(F)(F)F)c2)cc1	1%
CCOC(=O)c1noc2ncnc(NCc3ccccc3OC)c12	-4%
O=C(NC1CC(=O)N(c2ccc(F)cc2)C1)c1ccco1 (stereo unspecified)	-6%
COCCCN(CCC#N)C(=O)c1c(-c2c(Cl)cccc2Cl)noc1C	-4%
Cc1nc(C2CC(NC3CCN(c4ccccc4F)CC3)C2)cc(=O)[nH]1 (stereo unspecified)	-6%
O=C(Cc1ccc(F)cc1)NCCNC(=O)c1cc(=O)[nH]c2ccccc12	?
CCN1C(=O)C(CC(=O)NCc2cccs2)Sc2ncccc21 (stereo unspecified)	?
O=C(NCCCN1CCCCC1)c1cc(Sc2ccc(Cl)cc2)nc2ccccc12	-30%
Cc1ccc(CNC(=O)Cn2c(CO)cnc2SCC(=O)Nc2c(C)cc(C)cc2C)cc1	15%
Further entries.
SMILES	KDM5B inh
Cc1ccc(N(Cc2cccs2)C(=O)c2cccc(C)c2)cc1	12%
Cc1ccc(Cl)cc1N1CCN(C(=O)c2cnn(C(C)(C)C)c2C2CCN(C(=O)OC(C)(C)C)CC2)CC1	6%
CCCN(CC1CCOC1)S(=O)(=O)c1ccc2c(c1)CCCC2 (stereo unspecified)	-7%
O=C(CCC1CCCC1)N1CCC2(CCCCO2)CC1	25%
CC#CC(=O)N1CCC(C(=O)Nc2ccc(Oc3ccccc3)nc2)CC1	23%
Fc1ccc(CN2CCOC[C@H]2c2ncc(-c3cccnc3)[nH]2)cc1	-3%[86.2 µM]
Cc1ccc(C(=O)N2CCN(c3cc(-c4ccccc4)[nH]n3)CC2)cc1	?
Cc1ccc2oc(=O)c(-c3nc(-c4ccc(F)cc4)no3)cc2c1	0%
O=C(CSc1nccn1Cc1ccc(F)cc1)Nc1ccc2c(c1)OCCO2	-17%
COc1ccc2c(C)c(CCC(=O)N3CCN(Cc4ccccc4)CC3)c(=O)oc2c1	?
Cc1cccc(N2CCN(C(=O)C3CCN(S(=O)(=O)c4cn(C)cn4)CC3)CC2)c1C	-19%
CNC(=O)Nc1ccc(NC(=O)C(c2ccc(Cl)cc2)C(C)C)cc1 (stereo unspecified)	11%
CC(=O)NCCC(=O)N1CCC2(CC1)CC(NC(C)=O)c1ccccc12 (stereo unspecified)	5%[115 µM]
CCOC(=O)C(O)(NC(=O)c1ccccc1OCC)C(F)(F)F (stereo unspecified)	20%
CCNc1ncc(CN2CCC(N)(C(=O)O)C2)cn1 (stereo unspecified)	?
CC(NC(=O)Cn1nc(-c2ccc(F)cc2)oc1=O)c1ccc(F)cc1 (stereo unspecified)	-19%
COc1ccc(Cl)cc1-c1ccc2c(c1)C(=O)N1CC[C@H](NC(=O)C3CCCC3)[C@H]1C(=O)N2	-5%
COc1cccc(C(=O)N(C)C(C)c2nc3ccccc3s2)c1 (stereo unspecified)	11%
CSCC[C@H](NC(=O)C1CCC(CNC(=O)[C@@H]2CCCN2C(=O)OC(C)(C)C)CC1)C(=O)O (stereo partly specified)	28%
O=S(=O)(NC(=S)c1ccccc1)c1ccccc1	?
COc1ccc(C(=O)N2CCC3(CC2)NCCc2c3[nH]c3ccccc23)cc1	-12%
CCOc1cc(/C=N/NC(=O)c2ccc(N(C)S(=O)(=O)c3ccccc3)cc2)ccc1OC	?
OC(C#CCCN1CCCCC1)(c1ccccc1)c1ccccc1	1%
CCC(=O)N1CCc2cc(Br)cc(S(=O)(=O)N3CCC(C(=O)NC(C)(C)C)CC3)c21	-7%
COc1ccc2c(C)c(C(=O)NCc3nc(-c4ncccn4)no3)oc2c1	36%[activator]

A stretch taken from the entries so far, for reference:
SMILES	KDM5B inh
Fc1ccc(CN2CCOC[C@H]2c2ncc(-c3cccnc3)[nH]2)cc1	-3%[86.2 µM]
Cc1ccc(C(=O)N2CCN(c3cc(-c4ccccc4)[nH]n3)CC2)cc1	?
Cc1ccc2oc(=O)c(-c3nc(-c4ccc(F)cc4)no3)cc2c1	0%
O=C(CSc1nccn1Cc1ccc(F)cc1)Nc1ccc2c(c1)OCCO2	-17%
COc1ccc2c(C)c(CCC(=O)N3CCN(Cc4ccccc4)CC3)c(=O)oc2c1	?

Other records
SMILES	KDM5B inh
CC(C)=CCC1(C(=O)O)CCCN(C(=O)C2(Cn3cccn3)CC2)C1 (stereo unspecified)	6%
Cc1cccc(NC(=O)CSc2nncn2C)c1	3%
O=C(C[C@@H]1C[C@H]2O[C@H](CNCc3cnccc3Cl)[C@@H](O)[C@H]2O1)N1CCC(F)(F)C1	-4%[86.2 µM]
COc1ccc(-c2ccc(=O)n(CC(=O)Nc3ccc(Br)cc3F)n2)cc1	-13%
O=C1CN(CC(=O)Nc2ccc(F)cc2F)CCN1	6%
Cn1nccc1CN1CCC2(CC1)CNC(=O)c1ccccc1O2	16%[149 µM]
Cc1ccc(-c2cnc(CCC(=O)Nc3c(C)cccc3C(C)C)o2)cc1	-27%
CCCOc1cc2cc(C(=O)c3ccccc3O)cnc2cc1OCCC	0%
Cc1ccc(-n2nc3n(c2=O)CCN([S+](=O)([O-])c2ccc(C)cc2)C3)cc1	-18%
CC(C)c1ccccc1-n1c(SCC(=O)N2CCC2)nc2ccccc2c1=O	25%
O=C(CSc1ccccc1C(=O)Nc1ccc2c(c1)OCCO2)NCc1ccco1	-10%
CCN(CC)S(=O)(=O)c1ccc(-c2nc(C)ccc2OC)cc1	?
COc1cc(CNC(=O)N2CCN(Cc3ccc(Br)s3)CC2)ccc1OC(F)F	-11%
CS(=O)(=O)N1CCn2ncc(C(=O)N3CCOCC3)c2C1	26%[149 µM]
O=C1CN(C(=O)CCC(=O)N2CCC(CCOc3ccc(F)cc3)C2)c2ccccc2N1 (stereo unspecified)	10%
CCOc1ccc(C(=O)Nc2ccc(C(=O)OCc3cc(=O)n4ccsc4n3)cc2)cc1	6%

Bioassay records as filed in PubChem BioAssay.

This is a subset; count on the stated rates, not on these rows.
